Screening data: PubChem BioAssay, NMMLSC
RGS4-Gao reg: modulates binding of RGS4 to human Galphao | P09471 | Multiplexed bead flow cytometry; actives lie on both sides | binding response (% of control), % at 10 µM | hit rate 0.33% among 220,000 | AID 1415; in the data active = binding response below about 49% or above about 150%; inactive = in between;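 note: fluorescent Galphao activated with aluminum fluoride binding bead-coupled RGS4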
Bfl-1 Bim block: human Bim-Bfl-1 interaction inhibition | inhibition, % at 10 µM | hit rate 0.12% among 190,000 | Bead-based flow cytometry, Bim-Bfl-1 binding inhibition | AID 1008;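 note: 0% = wells without compound plus tracer and 100% = blocker peptide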
Bim-Bcl-XL: human Bim-Bcl-XL interaction inhibition | Q07817 | Bim peptide-Bcl-XL binding, bead flow cytometry, fluorescence | inhibition, % at 10 µM | hit rate 0.04% among 190,000
Bim-Bcl-2: human Bim-Bcl-2 interaction inhibition. P10415. Bead-based flow cytometry, Bim peptide-Bcl-2 binding. inhibition, % at 10 µM. hit rate 0.06% among 190,000; in the data active = inhibition above about 40%; inconclusive = no clear call, values can overlap the other calls;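 note: 0% = no compound wells with probe peptide and 100% = reference peptide inhibitor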
Target sequence (P10415 whole entry, looked up): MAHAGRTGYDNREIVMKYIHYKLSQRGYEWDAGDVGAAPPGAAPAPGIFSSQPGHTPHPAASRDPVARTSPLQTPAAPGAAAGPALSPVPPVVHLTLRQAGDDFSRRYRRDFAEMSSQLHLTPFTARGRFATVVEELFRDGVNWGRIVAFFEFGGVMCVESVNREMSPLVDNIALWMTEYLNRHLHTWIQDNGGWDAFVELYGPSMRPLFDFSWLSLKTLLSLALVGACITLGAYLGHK
Avidin fluor: avidin bead compound fluorescence profile; Avidin beads, compound fluorescence 488/530 nm, flow cytometry; hits give high values; fluorescence (KMESF) at 10 µM; hit rate 0.38% among 220,000; AID 1775; in the data active = fluorescence above about 47; note: inactives centre near 10
Bim-Bcl-W: human Bim-Bcl-W interaction inhibition; Q92843; bead-based flow cytometry, Bim peptide-Bcl-W binding; inhibition, % at 10 µM; hit rate 0.02% among 190,000; AID 952;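 note: 0% = bound tracer without compound and 100% = peptide blocker; higher means less fluorescent Bim peptide bound to Bcl-W beads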
RGS7-Gao reg: regulators of human RGS7-Galphao interaction; P09471; Multiplexed bead flow cytometry, RGS7-Galphao binding; actives lie on both sides; binding response (% of control), % at 10 µM; hit rate 0.35% among 220,000; in the data active = binding response below about 49% or above about 150%; inconclusive = no clear call, values can overlap the other calls; inactive = in between;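 note: fluorescent Galphao held in activated GDP-AlF4 state binding bead-coupled RGS7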
ABCB1 inh: human ABCB1 inhibition, ABCG2 as counter-screen; P08183; CCRF-Adr cells, JC-1 efflux, flow cytometry; inhibition, % at 6.6 µM; hit rate 0.067% among 190,000; in the data active = inhibition above about 40%;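 note: 0% = vehicle and 100% = reference inhibitor; higher value means more JC-1 retained so stronger ABCB1 efflux block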
Bcl-B Bim block: inhibitors of Bim-Bcl-B interaction, human; bead-based flow cytometry, Bim peptide-Bcl-B binding; hit rate 0.073% among 190,000; inhibition, % at 10 µM; Q9HD36;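 note: 0% = tracer peptide without compound and 100% = reference inhibitor peptide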
GSH fluor: compound fluoresces at 488/530 nm on GSH beads; GSH beads flow cytometry, compound fluorescence 488/530 nm; hits give high values; fluorescence (KMESF) at 10 µM; hit rate 0.25% among 190,000; AID 1776; in the data active = fluorescence above about 89;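 note: glutathione beads carrying GST-tagged Bcl family fusion proteins plus one bare bead set; values are compound well signal with DMSO vehicle wells as background; inactives centre near 16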
ABCG2 block: blocks JC-1 efflux by human ABCG2 transporter; IgMXP3 cells, flow cytometry; Q9UNQ0; inhibition, % at 6.6 µM; AID 1325; hit rate 0.1% among 190,000;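 active = inhibition above 80%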;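 note: 0% = DMSO and 100% = nicardipine control wells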
Target sequence (Q9UNQ0 whole entry, looked up): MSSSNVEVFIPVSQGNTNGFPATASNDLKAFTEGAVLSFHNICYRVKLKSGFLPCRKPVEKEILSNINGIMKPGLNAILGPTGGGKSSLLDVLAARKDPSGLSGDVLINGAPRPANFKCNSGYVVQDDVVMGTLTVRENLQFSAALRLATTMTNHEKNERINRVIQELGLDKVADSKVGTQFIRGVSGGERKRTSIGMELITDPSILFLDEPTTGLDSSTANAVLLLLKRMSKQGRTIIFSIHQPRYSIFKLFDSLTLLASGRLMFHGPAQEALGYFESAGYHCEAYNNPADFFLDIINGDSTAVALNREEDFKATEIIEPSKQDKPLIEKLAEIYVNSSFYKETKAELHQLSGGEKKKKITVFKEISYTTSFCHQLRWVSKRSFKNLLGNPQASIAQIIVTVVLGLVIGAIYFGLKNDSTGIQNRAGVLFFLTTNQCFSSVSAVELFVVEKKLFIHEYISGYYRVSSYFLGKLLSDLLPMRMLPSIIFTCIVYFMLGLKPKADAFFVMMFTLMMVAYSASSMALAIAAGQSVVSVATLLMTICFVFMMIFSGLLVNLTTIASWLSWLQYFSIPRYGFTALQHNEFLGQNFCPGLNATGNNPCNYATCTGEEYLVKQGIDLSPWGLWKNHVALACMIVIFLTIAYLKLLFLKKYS
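Test system: IgMXP3 (ABCG2) plus far-red-tagged CCRF-Adr (ABCB1) cells / Amount: 3 million cells/mL in well / Reagent: JC-1 transporter substrate / Timing: 10 min compound exposure, 25 °C / Signal: flow cytometry, 530 nm JC-1 signal / Read-out: percent efflux inhibition, scaled nicardipine 100% to DMSO 0% / Benchmarks: nicardipine as high control, DMSO as low control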
Active calls of the source: *; ? = inconclusive; . = no result given. Cut-off read from the data, not from the text of the source, unless noted: active = inhibition above about 40%.

SMILES | RGS4-Gao reg | Bfl-1 Bim block | Bim-Bcl-XL | Bim-Bcl-2 | Avidin fluor | Bim-Bcl-W | RGS7-Gao reg | ABCB1 inh | Bcl-B Bim block | GSH fluor | ABCG2 block
COc1cccc(N(C(=O)C2COc3ccccc3O2)C(C(=O)NC2CCCCC2)c2ccc(O)cc2)c1 (stereo unspecified) | 106 | -2 | -5 | -3 | 14 | -4 | 99 | 0.5 | -5 | 9 | -1
CC(=O)Oc1ccc(N(C(C)=O)S(=O)(=O)c2ccc(C)c([N+](=O)[O-])c2)cc1 | 96 | 1 | -1 | 0 | 7 | 0 | 97 | -0.2 | 0 | 4 | -1
CN(C(=O)CO/N=C/c1ccc(OC(F)F)cc1)C1CCS(=O)(=O)C1 (stereo unspecified) | 99 | -3 | -1 | 1 | 10 | 0 | 99 | 0.1 | -2 | 16 | 1
COc1ccc(C(C#N)c2ccc(Cl)nn2)cc1 (stereo unspecified) | 100 | -6 | -4 | -7 | 22 | -2 | 96 | 0.5 | -5 | 11 | 1
C=CCNC(=O)NC(=O)COC(=O)/C(C#N)=C/c1cc(C)n(CC(C)C)c1C | 87 | -4 | -2 | -2 | 7 | -1 | 91 | 1.1 | -1 | 54 | 3
COc1cc(C(=O)N2CCN(c3ccc([N+](=O)[O-])cc3)CC2)ccc1OCc1c(C)noc1C | 96 | 4 | 3 | 3 | 9 | 4 | 97 | 5.2 | 4 | 34 | 57
O=C1c2oc3ccccc3c(=O)c2C(c2cccnc2)N1Cc1ccco1 (stereo unspecified) | 97 | -3 | -4 | -6 | 8 | 1 | 98 | 1.0 | -6 | 11 | 2
CCN(C1CCCCC1)S(=O)(=O)c1ccc(OC)c(C)c1 | 105 | -12 | 5 | -7 | 6 | 0 | 100 | 0.7 | -7 | 27 | 2
O=C(CSc1ncn[nH]1)Nc1ccc(S(=O)(=O)Nc2ncccn2)cc1 | 97 | -3 | 0 | -2 | 6 | 0 | 101 | 1.6 | 0 | 21 | 4
CCOC(=O)N1CCOCCOCCN(C(=O)OCC)CCOCC1 | 99 | -4 | -2 | -2 | 13 | -2 | 101 | 0.5 | -3 | 9 | 2
COCCCN=Cc1c(C)[nH]n(-c2ccc(Br)cc2Br)c1=O | 99 | -5 | 0 | -2 | 7 | 1 | 98 | 1.9 | 0 | 12 | 12
Cc1cc(C)n(-c2ccc(C(=O)Nc3nc4ccccc4s3)cc2)n1 | 98 | 3 | -2 | -4 | 9 | 1 | 102 | 0.1 | 0 | 31 | 0
Cc1cccc(C(=O)NC(NC(=S)Nc2ccc(S(N)(=O)=O)cc2)C(Cl)(Cl)Cl)c1 (stereo unspecified) | 94 | 5 | -6 | -3 | 7 | -4 | 92 | . | -3 | 9 | -3
N#C/C(=C\c1ccncc1)c1nc2ccccc2[nH]1 | 101 | 7 | 3 | 4 | 11 | 6 | ? | 0.3 | 6 | 11 | 5
CC1(C)C(=O)C2(CCCCC2)C(=O)OC1C(=O)c1ccccc1 (stereo unspecified) | 93 | 0 | -6 | 0 | 5 | -2 | 92 | 0.1 | -6 | 10 | 0
O=C(CN1CCCc2ccccc21)N/N=C/c1c(O)ccc2ccccc12 | 102 | -6 | -6 | -6 | 8 | -6 | 99 | 0.3 | -9 | 18 | 4
COC(=O)c1cc(OC)c(OC)cc1NC(=S)N1CCN(c2ccccc2)CC1 | 103 | -8 | 3 | -11 | 11 | -2 | 102 | 1.6 | -9 | 36 | 7
N#Cc1c2n(c(=S)n(-c3ccccc3)c1=O)CCCCC2 | 104 | -2 | -3 | 0 | 11 | 0 | 100 | 0.2 | -2 | 14 | 0
Cc1ccc(S(=O)(=O)N(CC(=O)N2CCc3ccccc3C2)c2ccc(Cl)c(Cl)c2)cc1 | 97 | -13 | -6 | -8 | 12 | -4 | 96 | 2.4 | -11 | 13 | 1
O=c1nc2n(c3c4c(sc13)CCC4)CCC2 | 106 | -1 | -1 | -1 | 8 | 3 | 106 | -0.1 | 0 | 7 | 0
O=C(CCS(=O)(=O)c1cccc2nsnc12)N1CCN(c2ccccc2F)CC1 | 101 | -6 | -8 | -3 | 33 | -6 | 99 | 2.0 | -5 | 26 | 13
O=C(c1cnn2cccnc12)N1CCN(Cc2ccc3c(c2)OCO3)CC1 | 103 | -11 | -3 | -13 | 11 | 0 | 102 | 0.3 | -10 | 9 | 2
COC(=O)c1ccccc1NC(=O)c1ccc(-c2cccc(Cl)c2)o1 | 94 | -10 | -1 | -5 | 9 | 3 | 100 | 0.0 | -1 | 38 | 10
Cc1ccc(C(=O)O)cc1-c1ccc(C=C2C(=O)c3ccccc3C2=O)o1 | 95 | 1 | -2 | 1 | 11 | 1 | 94 | -0.6 | 3 | 69 | -1
COc1ccc(-n2c(SCC(=O)Nc3cc(C)on3)nc3c(c2=O)SCC3)cc1 | 122 | 2 | 0 | 0 | 5 | 0 | 117 | 1.1 | 0 | 26 | 2
OCCN1CCOCCN(CCO)CCN(CCO)CC1 | 96 | -14 | -3 | -7 | 6 | 0 | 92 | -0.1 | -5 | 44 | 1
Cc1ccc2c(Cl)c(C(=O)NCCCn3ccnc3)sc2c1 | 100 | -3 | -3 | -1 | 31 | -10 | 99 | 1.2 | -5 | 11 | 18
CCOc1ccc(-c2nnc(-c3ccco3)o2)cc1 | 98 | 6 | 4 | 11 | 8 | 2 | 98 | 0.3 | 12 | 10 | 3
CC1=C/C(=N\NC(=S)NCCc2ccccc2)CC(C)(C)C1 | 103 | -4 | 0 | 4 | 10 | -2 | 100 | 0.3 | -2 | 13 | 2
Nc1nc(-c2ccccc2)nn1C(=O)Cc1ccccc1 | 101 | -13 | -13 | -7 | 4 | -1 | 98 | 0.8 | -9 | 30 | 5
O=C(Nc1ccc2c(c1)OCO2)C1CC(c2c(F)cccc2Cl)=NO1 (stereo unspecified) | 106 | 0 | 0 | -3 | 15 | -1 | 99 | 0.3 | -3 | 12 | 2
O=C(c1ccco1)N1CCN(C(=O)c2cc3c(s2)-c2ccccc2OC3)CC1 | 102 | 3 | -2 | -1 | 7 | 1 | 95 | -0.3 | -7 | 20 | -1
COc1cc(C2CC(=O)c3c(O)cc(O)cc3O2)ccc1O (stereo unspecified) | 99 | -2 | 0 | -10 | 7 | 0 | 96 | 0.6 | -4 | 22 | 14
CCC(=O)Nc1nc2c(OC)ccc(OC)c2s1 | 99 | -12 | -1 | -8 | 6 | 0 | 99 | 0.2 | -7 | 23 | 1
Cc1noc(C)c1S(=O)(=O)NC1CCN(Cc2ccccc2)CC1 | 108 | -4 | -2 | -2 | 5 | 0 | 106 | -2.3 | -1 | 19 | -5
Cc1cc(C(F)(F)F)nn1CC(=O)N1CCCCC1C (stereo unspecified) | 103 | -10 | 0 | -7 | 8 | 1 | 102 | 0.4 | -7 | 50 | 1
CC(c1ccon1)N(C)Cc1cn[nH]c1-c1ccc(-c2ccccc2)cc1 (stereo unspecified) | 102 | -6 | -7 | -4 | 3 | -1 | 101 | 2.5 | -3 | 11 | 12
CCC(=O)NC(C)C(c1cccs1)N1CCN(c2ccccc2)CC1 (stereo unspecified) | 104 | 4 | 3 | 10 | 21 | 3 | 106 | 0.6 | 2 | 22 | 2
COCCCNC(=O)Cn1nnc(-c2ccc(NC(=O)c3cccnc3)cc2)n1 | 105 | -5 | 0 | -5 | 15 | 0 | 105 | 0.1 | -2 | 13 | 2
CC(=O)Oc1c(S(=O)(=O)c2ccc(C)cc2)c(C)nn1C(C)(C)C | 104 | 0 | -3 | -1 | 5 | -2 | 105 | 1.0 | -1 | 24 | 3
CCCn1nnc(NC(=O)c2ccc(Br)o2)n1 | 98 | -12 | -26 | -9 | 5 | -2 | 94 | -1.1 | -9 | 32 | 0
CC(=O)N1CCc2cc(S(=O)(=O)NC(CC(C)C)C(=O)Nc3ccc4c(c3)OCCO4)ccc21 (stereo unspecified) | 100 | -17 | -3 | -5 | 35 | 0 | 101 | 0.5 | -6 | 24 | -1
Cc1ccc(NC(=O)c2c3c(nc4ccccc24)CCC3)cc1 | 98 | -6 | -3 | -4 | 21 | -2 | 98 | 0.9 | -6 | 14 | 2
COc1cccc(/C=C2\SC(=S)N(c3cccnc3)C2=O)c1OC | 105 | -4 | -1 | -4 | 14 | 1 | 105 | 0.0 | -5 | 8 | 4
Cc1cc(C)c(NC(=O)CN2C(=O)NC(CCc3ccccc3)C2=O)c(C)c1 (stereo unspecified) | 99 | -3 | 0 | -1 | 11 | -1 | 106 | 0.2 | -1 | 13 | -1
O=C1c2[nH]nc(-c3ccccc3O)c2C(c2cccc(Cl)c2)N1Cc1ccco1 (stereo unspecified) | 100 | 1 | -1 | 4 | 13 | 2 | 102 | 0.4 | 0 | 15 | 1
COc1ccc(/C=N/NC(=O)CN(Cc2ccccc2)S(=O)(=O)c2ccc3c(c2)OCCO3)cc1 | 102 | -12 | -3 | -2 | 17 | -4 | 103 | 1.4 | -9 | 15 | 9
Cc1cccnc1NC(=O)Nc1cccs1 | 101 | -11 | 7 | -8 | 7 | 3 | 101 | 0.1 | -12 | 51 | 1
COc1ccc(C(=O)COC(=O)CCN=C2NS(=O)(=O)c3ccccc32)cc1OC | 96 | -3 | -4 | 1 | 14 | -5 | 99 | 0.3 | -1 | 10 | 3
COCCn1c(N2CCN(c3ccc(OC)cc3)CC2)nc2c1c(=O)n(C)c(=O)n2C | 102 | -9 | -6 | -8 | 4 | 0 | 99 | 0.4 | -6 | 38 | 2
COc1cc(NC(=O)c2cccs2)c(OC)cc1NC(=O)CCC(=O)Nc1ccc2ncccc2c1 | 106 | 1 | 24 | 8 | 12 | 12 | 103 | 0.7 | 18 | 10 | 3
C=CCN(c1cccc(C(F)(F)F)c1)S(=O)(=O)c1cccc(C(=O)OCC(=O)NC(N)=O)c1 | 97 | -2 | -5 | -4 | 2 | -3 | 98 | 1.3 | -8 | 6 | 6
Cc1nc2cc(C(F)(F)F)ccc2n1C1CCN(C(=O)N2CCOCC2)CC1 | 100 | -10 | -1 | -5 | 6 | 0 | 98 | 0.6 | -5 | 15 | 2
CCOc1ccc(C(=O)Nc2cccc(C)n2)cc1 | 99 | -15 | -5 | 0 | 35 | -1 | 97 | 0.5 | -7 | 27 | 14
CCNC(=S)N1CCC(C(O)(c2ccccc2)c2ccccc2)CC1 | 101 | -2 | 3 | -4 | 10 | 1 | 98 | 1.4 | -14 | 11 | 12
O=C(CSc1cn(CCNC(=O)c2ccccc2)c2ccccc12)NCc1ccco1 | 99 | -7 | -6 | -7 | 7 | -2 | 103 | 0.5 | -4 | 18 | 11
